Compound activity deposited in PubChem BioAssay by National Center for Advancing Translational Sciences (NCATS).
TR SRC2 fluor cs – Total Fluorescence Counterscreen for Inhibitors of the Interaction of Thyroid Hormone Receptor and Steroid Receptor Coregulator 2 | 280,000 tested, 0.29% active | AID 1479, 2009 | Potency, µM (top dose mostly 106 µM), inactives show at the top dose fluorescence change, negative = quenching | TRb/SRC2 Texas Red total fluorescence interference; active = well fitted curve in either direction with a large enough effect; inconclusive = small, poorly fitted or top-dose-only effect; also: potency is read from the fitted curve at half-maximal effect; % is scaled to controls: 0 for no effect and ±100 for the full control effect
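Flags fluorescent or light-absorbing compounds by total fluorescence, S + 2P, at 555 nm excitation and 632 nm emission. Mixture: 20 nM Texas Red SRC2 peptide, 0.6 uM human TRb LBD, 1 uM T3, 5% DMSO; compound exposure 5 h at ambient temperature.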
GLA spleen mod – qHTS Assay for Inhibitors and Activators of Human alpha-Galactosidase From Spleen Homogenate | Potency, µM (top dose mostly 80 µM), inactives show at the top dose activity change, negative = inhibition, usual class: inhibitors | 240,000 tested, 0.008% active | human spleen homogenate, 4MU-alpha-Gal fluorescence, 40 min;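 also: potency is read from the fitted curve at half-maximal effect; 0% = enzyme with vehicle and -100% = no enzyme basal signal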
Target sequence (P06280 32-429 limits assumed): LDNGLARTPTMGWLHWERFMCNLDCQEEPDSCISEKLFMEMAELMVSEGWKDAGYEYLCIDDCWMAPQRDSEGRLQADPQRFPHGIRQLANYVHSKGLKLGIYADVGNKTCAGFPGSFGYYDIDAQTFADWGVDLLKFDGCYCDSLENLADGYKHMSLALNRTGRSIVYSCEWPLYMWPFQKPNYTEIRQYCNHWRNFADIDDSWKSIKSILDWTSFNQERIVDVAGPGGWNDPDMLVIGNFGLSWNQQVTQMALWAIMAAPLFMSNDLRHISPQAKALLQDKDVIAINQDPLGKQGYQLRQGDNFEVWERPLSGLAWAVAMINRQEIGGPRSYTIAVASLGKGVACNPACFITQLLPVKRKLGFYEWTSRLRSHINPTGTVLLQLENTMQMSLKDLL
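Fluorogenic readout (Ex 365/Em 440 nm) of 4-methylumbelliferone released from 1 mM 4-MU-alpha-galactoside by spleen homogenate, 40 min at 37C, pH 5.0. Data normalized to no-enzyme and enzyme controls; Hill-equation AC50 from compound titrations.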
Tau fluor cs – Counterscreen qHTS for Inhibitors of Tau Fibril Formation, Fluorescence Polarization; tau K18 P301L Alexa594 fluorescence, heparin fibrillization; Potency, µM (highest dose often 57.7 µM), inactives show at the highest dose activity change, negative = decrease; 280,000 tested, 0.93% active; also: potency is read from the fitted curve at half-maximal effect; % is scaled to controls: 0 for no effect and ±100 for the full control effect; nearly all actives have a fitted effect of over 55% in size
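Human tau K18 P301L (15 uM unlabeled, 0.24 uM Alexa 594-labeled) in 100 mM sodium acetate pH 7 with 20 uM heparin, 6 hr at 37 C. ThT 30 uM added, 1 hr ambient; Alexa 594 FP and total fluorescence read at 555/632 nm.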
Epigenetic reg – Quantitative High-Throughput Screen for Regulators of Epigenetic Control; murine LDR cells, GFP reporter derepression, 30 h; Potency, µM (doses to about 53.9 µM), for the others: at the highest dose GFP activation, hits mostly activators; 280,000 tested, 0.2% active; also: potency is read from the fitted curve at half-maximal effect; % of control where 0% means no effect; nearly all actives have a fitted effect of over 60% in size
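Murine LDR cells carrying a silenced, genomically integrated CMV-driven GFP reporter were exposed to compound for 30 hours at 37 C. After PBS washes, GFP-positive cells (20–120 um objects) were counted by laser-scanning microplate cytometry.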
CBFb-RUNX1 inh – qHTS Assay for Compounds Blocking the Interaction Between CBF-beta and RUNX1 for the Treatment of Acute Myeloid Leukemia; Runt-related transcription factor 1 (Homo sapiens) + Core-binding factor subunit beta …; AlphaScreen CBFb-His/RUNX1-biotin binding, biochemical; Potency, µM (top dose mostly 59.8 µM), for inactives: at the top dose activity, negative = inhibition, usual class: inhibitors; 230,000 tested, under 10 active; AID 1477, 2009; also: % of control where 0% means no effect
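Proteins preincubated together for 20 min at RT before compound addition; 15 min later, nickel and streptavidin beads were added and left 90 min prior to AlphaScreen measurement.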
TRb-SRC2 inh – qHTS for Inhibitors of the Interaction of Thyroid Hormone Receptor and Steroid Receptor Coregulator 2 | Thyroid hormone receptor beta (Homo sapiens), P10828 | AID 1469, 2008 | TRbeta-SRC2 peptide binding, fluorescence polarization; receptor liganded with 1 µM T3 | Potency, µM (series often up to 106 µM), for the others: top-dose activity change, negative = inhibition, most hits filed as inhibitors | 280,000 tested, 0.065% active;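 also: potency is read from the fitted curve at half-maximal effect; plate controls were bound peptide for no effect and peptide without receptor for full effect; nearly all actives have a fitted effect of over 50% in size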
Target sequence (P10828 whole entry, looked up): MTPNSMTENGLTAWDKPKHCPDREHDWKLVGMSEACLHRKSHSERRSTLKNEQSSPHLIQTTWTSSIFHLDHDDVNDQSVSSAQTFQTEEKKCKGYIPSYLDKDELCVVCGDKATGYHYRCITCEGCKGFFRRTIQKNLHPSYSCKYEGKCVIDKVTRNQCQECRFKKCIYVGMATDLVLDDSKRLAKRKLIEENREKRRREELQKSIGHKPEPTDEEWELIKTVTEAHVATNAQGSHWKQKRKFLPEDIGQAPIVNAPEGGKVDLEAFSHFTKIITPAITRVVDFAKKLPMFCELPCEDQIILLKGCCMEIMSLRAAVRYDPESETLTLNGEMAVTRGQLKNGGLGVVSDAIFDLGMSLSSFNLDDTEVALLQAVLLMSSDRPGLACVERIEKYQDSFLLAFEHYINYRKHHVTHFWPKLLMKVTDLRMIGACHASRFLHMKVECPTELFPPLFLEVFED
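TRb LBD 0.6 uM + Texas Red SRC2 peptide 20 nM, 1 uM T3, Tris buffer w/ 5% DMSO; compound pinned, 5 h RT; FP read ex 555/em 632; normalized to unbound and bound controls.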
Tau FP inhib – qHTS for Inhibitors of Tau Fibril Formation, Fluorescence Polarization. Microtubule-associated protein tau (Homo sapiens), P10636. K18 P301L tau heparin fibrillization, Alexa594 FP, 6 h. Potency, µM (highest dose often 57.7 µM), for inactives: top-dose activity, negative = inhibition, most hits filed as inhibitors. 280,000 tested, 0.39% active. AID 1468, 2008; also: potency is read from the fitted curve at half-maximal effect; % is scaled to controls: 0 for no effect and ±100 for the full control effect; nearly all actives have a fitted effect of over 55% in size
Target sequence (P10636 561-689 P618L limits assumed): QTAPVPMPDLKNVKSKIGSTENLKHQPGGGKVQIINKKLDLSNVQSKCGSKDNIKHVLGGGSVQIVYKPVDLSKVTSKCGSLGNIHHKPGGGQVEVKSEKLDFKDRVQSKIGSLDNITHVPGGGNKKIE
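K18 P301L tau (15 uM unlabeled/0.24 uM Alexa 594-labeled, final) + compound + heparin 20 uM final; 100 mM NaOAc pH 7; 6 hr 37 C; ThT 30 uM final added, 1 hr RT; FP ex 555/em 632 nm.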
NPSR antagonist – qHTS Assay for Antagonists of the Neuropeptide S Receptor: cAMP Signal Transduction | Q6W5P4 | 220,000 tested, 1% active | CHO-NPSR cells, cAMP TR-FRET, antagonist mode | Potency, µM (highest dose often 38.3 µM), for inactives: top-dose activity change, negative = inhibition, most hits filed as inhibitors; also: potency is read from the fitted curve at half-maximal effect; % is scaled to controls: 0 for no effect and ±100 for the full control effect; nearly all actives have a fitted effect of over 50% in size; many of its hits are not listed in these tables
Active calls of the source: *; u = inconclusive; x = not tested or not shown; [ ] = remark or other dose. Unless noted, calls follow the shape of the dose curve; as a rule, active = well fitted curve in the direction sought with a large enough effect; inconclusive = small, poorly fitted or top-dose-only effect, or another doubt; inactive = no such curve, though single readings can be large; an effect the other way counts as inactive or inconclusive. The list is partial. The share of hits here may be higher or lower than overall.

[1] Cc1cccn2c(=O)c3cc(C(=O)NC(C)c4ccccc4)c(=N)n(CCCn4ccnc4)c3nc12 (stereo not given)
[2] COc1ccc(Cn2nnnc2C(c2ccccc2)N2CCN(C3CCCC3)CC2)cc1 (stereo not given)
[3] Cc1ccccc1CSc1nncn1N
[4] Cc1c(Cl)cccc1NC(=O)Nc1nnc(N2CCCCCC2)s1
[5] O=C(c1ccccc1)N1CCCCCC1
[6] O=c1[nH]c2cc3c(cc2cc1CN(CCO)S(=O)(=O)c1ccccc1Cl)OCCO3
[7] O=C(CN(Cc1ccco1)C(=O)c1cccc(Cl)c1)Nc1c(Cl)cc(Cl)cc1Cl
[8] CC(=O)NC(=S)Nc1ccc(NC(=O)COc2ccc(Cl)cc2Cl)cc1
Compound | 1 | 2 | 3 | 4 | 5 | 6 | 7 | 8
TR SRC2 fluor cs | -1% | -3% | -2% | 0% | -2% | -4% | -4% | 2%
GLA spleen mod | 0% | -6% | 9% | x | 14% | -4% | 20% | 3%
Tau fluor cs | -2% | 7% | 13% | -10% | -4% | -11% | -4% | -15%
Epigenetic reg | 4.7% | 1.5% | 0.0% | -0.8% | 0.3% | 0.8% | 2.0% | 6.4%
CBFb-RUNX1 inh | 4% | 18% | 5% | x | -1% | 1% | 2% | -1%
TRb-SRC2 inh | -3% | -3% | -17% | -3% | -1% | 1% | -2% | -9%
Tau FP inhib | -2% | 4% | 3% | -11% | 9% | 2% | 1% | -2%
NPSR antagonist | 35% | u | -3%[46.1 µM] | x | 4% | -17%[46.1 µM] | u | -8%[46.1 µM]

[9] COc1ccc(CC(=O)N2CCc3cc(OC)c(OC)cc3C2COc2cc(C)cc(C)c2)cc1OC (stereo not given)
[10] O=C(O)COc1ccccc1/C=N/NC(=O)c1ccc(F)cc1
[11] COc1cccc(N2CCN(C(=O)NC3CCCCC3)CC2)c1
[12] CN(C)/N=C/C=C1\CC/C(=C\c2ccc(Br)cc2)C1=O
[13] CC1CCN(CCNC(=O)CCS(=O)(=O)c2ccc(Br)cc2)CC1
[14] CCNC(=O)CC1C(=O)N(c2ccc(F)cc2)C(=O)N1CCc1sccc1C (stereo not given)
[15] CCc1ccc(-c2csc(NC(=O)C3CCCO3)c2C(=O)OC(C)C)cc1 (stereo not given)
[16] Cc1ccc(-n2nc3c(=O)n(CCCC(=O)NCCc4ccccc4)nc(C)c3c2C)cc1
Compound | 9 | 10 | 11 | 12 | 13 | 14 | 15 | 16
TR SRC2 fluor cs | 1% | -1% | 1% | -1% | 0% | 2% | -2% | 2%
GLA spleen mod | x | -2% | -5% | 5% | -3% | 2% | -5% | x
Tau fluor cs | -3% | -14% | 5% | u | 0% | -4% | -11% | 6%
Epigenetic reg | 1.2% | -2.7% | 0.9% | -4.5% | 1.2% | 1.6% | -1.2% | -1.9%
CBFb-RUNX1 inh | x | 9% | 2% | -10% | 5% | 2% | 7% | x
TRb-SRC2 inh | 9% | 1% | 3% | -12% | 7% | 3% | 4% | -4%
Tau FP inhib | 7% | 5% | 10% | -3% | 6% | -2% | 1% | 2%
NPSR antagonist | x | 4% | -8%[46.1 µM] | -15%[46.1 µM] | 7%[46.1 µM] | 9% | -14%[46.1 µM] | x

[17] O=C(NCCCCCc1nc2ccccc2[nH]1)c1ccccc1Cl
[18] CC(Oc1ccc(Cl)cc1Cl)C(=O)N(C)c1ccccc1 (stereo not given)
[19] O=C(c1ccco1)N1CCN(CC2CC3C=CC2C3)CC1 (stereo not given)
[20] OCC1(CCOc2ccccc2)CCN(Cc2cn[nH]c2-c2ccc(F)cc2)CC1
[21] Cc1nc(C)c(C(=O)OCC(=O)N2CCN(c3ccccc3)CC2)s1
[22] Cc1nc(N2CCCC2)ncc1C(=O)N1CCN(c2ccc(Cl)cc2)CC1
[23] Cc1ccc2[nH]c3c(c2c1)CN(C(=O)CN1c2ccc(F)cc2CCC1C)CC3 (stereo not given)
[24] CCN(CCNC(=O)CC1Oc2ccccc2NC1=O)c1ccccc1 (stereo not given)
Compound | 17 | 18 | 19 | 20 | 21 | 22 | 23 | 24
TR SRC2 fluor cs | -5% | -1% | 0% | -5% | 0% | -2% | 0% | -5%
GLA spleen mod | 3% | -1% | -2% | 1% | 3% | x | 7% | -2%
Tau fluor cs | -16% | -6% | 4% | -3% | 0% | 8% | u | -21%
Epigenetic reg | -1.7% | 6.3% | 0.0% | 2.5% | -0.8% | 6.5% | 2.8% | 2.8%
CBFb-RUNX1 inh | 10% | 5% | 9% | -5% | 2% | x | u | 0%
TRb-SRC2 inh | 4% | -12% | -6% | 1% | -7% | -12% | -2% | -8%
Tau FP inhib | -5% | -4% | 1% | -14% | 6% | 10% | 11% | -2%
NPSR antagonist | 19% | -31% | 4%[46.1 µM] | 9% | 0%[46.1 µM] | x | u | -10%[46.1 µM]

[25] Cc1ccc(N2C(=O)S/C(=C/c3cn(C)c4ccccc34)C2=O)cc1
[26] Cc1nonc1NC(=O)CSc1nnc(-c2ccoc2C)n1CC(C)C
[27] Cc1ccc(S(=O)(=O)N2CCOCC2)cc1NC(=O)COC(=O)c1ccc(OCc2c(C)noc2C)cc1
[28] Cc1c(NC(=O)c2ccc3c(c2)OCO3)cccc1-c1nc2ccccc2s1
[29] COCc1c(Br)c(C)nc(OCC(=O)O)c1C#N
[30] CCOC(=O)C1(Cc2ccccc2Cl)CCN(C(=O)c2cnccn2)CC1
[31] Cc1ccc(NC(=O)CSc2nc(=O)n(Cc3ccccn3)c3c2CCC3)cc1F
[32] O=C(Cc1ccc(S(=O)(=O)N2CCOCC2)s1)NCCC(c1ccccc1)c1ccccc1
Compound | 25 | 26 | 27 | 28 | 29 | 30 | 31 | 32
TR SRC2 fluor cs | -2% | 1% | 1% | 2% | 0% | -1% | 0% | -1%
GLA spleen mod | 10% | 6% | 2% | 4% | 2% | 1% | x | -6%
Tau fluor cs | u | -5% | 3% | -8% | -3% | 2% | 0% | -24%
Epigenetic reg | 3.6% | -1.2% | -3.0% | 0.0% | 0.0% | -1.2% | 8.5% | -0.5%
CBFb-RUNX1 inh | -3% | 1% | -24% | 0% | 7% | 11% | x | -30%
TRb-SRC2 inh | -18% | 3% | -6% | 4% | 0% | 0% | -4% | -4%
Tau FP inhib | -8% | -5% | -3% | u | -1% | -6% | -6% | 3%
NPSR antagonist | -16%[46.1 µM] | u | 3% | -22%[46.1 µM] | -8%[46.1 µM] | -2% | x | -14%[46.1 µM]

[33] CN(C)CCNc1nc2sc3c(c2c(=O)n1-c1ccccc1)CCCCC3
[34] COc1nnc(-c2ccc(N3CCOCC3)c(NC(=O)C3CCCCC3)c2)c2ccccc12
[35] COc1ccc(-c2nc3c4ccccc4n(CC(=O)Nc4cc(F)ccc4F)c(=O)n3n2)cc1
[36] Cc1cccc2cc(/C=N/NC(=O)CN3CCCCC3)c(Cl)nc12
[37] Cc1cc2c(c(/C=C/C(=O)c3ccccc3)c1)OC1(C=C2)Oc2ccccc2C(=O)N1C (stereo not given)
[38] O=C(CN1C(=O)COc2ccc(S(=O)(=O)N3CCCCC3)cc21)NCc1ccc(Cl)cc1
[39] CSc1nsc(SC)c1NC(=O)N1CCCC1
[40] O=C(CSc1nnc(-c2ccccn2)n1Cc1ccccc1)N1CCOCC1
Compound | 33 | 34 | 35 | 36 | 37 | 38 | 39 | 40
TR SRC2 fluor cs | -2% | -2% | 0% | 0% | -2% | -1% | 0% | -1%
GLA spleen mod | 1% | -10% | x | 4% | -6% | x | -1% | 5%
Tau fluor cs | -6% | -6% | 2% | -2% | -6% | -22% | 1% | 6%
Epigenetic reg | 2.1% | -1.2% | 2.4% | 6.0% | -0.2% | -0.5% | -1.4% | 6.9%
CBFb-RUNX1 inh | 8% | 4% | x | 1% | -5% | x | -2% | -1%
TRb-SRC2 inh | -2% | -12% | -2% | 0% | 5% | -1% | 1% | -5%
Tau FP inhib | 5% | 4% | 1% | 6% | -8% | 3% | -2% | -6%
NPSR antagonist | -9% | u | x | 18% | -59% | x | -4%[46.1 µM] | 4%

In another format: two of the compounds above.
39	CSc1nsc(SC)c1NC(=O)N1CCCC1
  TR SRC2 fluor cs: 0%; GLA spleen mod: -1%; Tau fluor cs: 1%; Epigenetic reg: -1.4%; CBFb-RUNX1 inh: -2%; TRb-SRC2 inh: 1%; Tau FP inhib: -2%; NPSR antagonist: -4%[46.1 µM]

40	O=C(CSc1nnc(-c2ccccn2)n1Cc1ccccc1)N1CCOCC1
  TR SRC2 fluor cs: -1%; GLA spleen mod: 5%; Tau fluor cs: 6%; Epigenetic reg: 6.9%; CBFb-RUNX1 inh: -1%; TRb-SRC2 inh: -5%; Tau FP inhib: -6%; NPSR antagonist: 4%

Other results
[41] Cc1ccc(NC(=O)CSCC(N)=O)cc1C
[42] COc1ccc(Cn2c(CCC(=O)Nc3cc(OC)c(OC)c(OC)c3)nc3cccnc32)cc1
[43] Cc1cccc(OC(=O)c2sc3ncn(C)c(=O)c3c2C)c1
[44] NC(=O)CSc1nnc(NC(=O)c2cccc(S(=O)(=O)N3CCCCC3)c2)s1
[45] CS(=O)(=O)N(Cc1ccccc1Cl)c1ccc(C(=O)NCc2ccccn2)cc1
Compound | 41 | 42 | 43 | 44 | 45
TR SRC2 fluor cs | 0% | -3% | 0% | -4% | 0%
GLA spleen mod | 0% | x | 8% | 0% | -8%
Tau fluor cs | -1% | -27% | -25% | -6% | -1%
Epigenetic reg | 0.4% | -3.1% | -0.9% | 1.1% | 0.0%
CBFb-RUNX1 inh | 2% | x | 2% | -3% | u
TRb-SRC2 inh | 2% | -2% | -5% | -2% | -10%
Tau FP inhib | -8% | 9% | u | -9% | -4%
NPSR antagonist | -12%[46.1 µM] | x | 12% | 26% | -4%
